AmpC no deterg – AmpC beta-lactamase inhibition without detergent; AmpC nitrocefin hydrolysis, absorbance 480 nm, 0.0001% Triton; Potency, µM (series often up to 57.1 µM), without a hit: at the top dose activity change, negative = inhibition, most hits filed as inhibitors; hit rate 0.52% among 330,000;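 further: potency means the concentration at half of the fitted maximal effect; plate controls were no compound for no effect and no enzyme for full effect; nearly all actives have a fitted effect of over 20% in size; some results filed as inactive show a strong effect at the top dose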
Target sequence (P00811 whole entry, looked up): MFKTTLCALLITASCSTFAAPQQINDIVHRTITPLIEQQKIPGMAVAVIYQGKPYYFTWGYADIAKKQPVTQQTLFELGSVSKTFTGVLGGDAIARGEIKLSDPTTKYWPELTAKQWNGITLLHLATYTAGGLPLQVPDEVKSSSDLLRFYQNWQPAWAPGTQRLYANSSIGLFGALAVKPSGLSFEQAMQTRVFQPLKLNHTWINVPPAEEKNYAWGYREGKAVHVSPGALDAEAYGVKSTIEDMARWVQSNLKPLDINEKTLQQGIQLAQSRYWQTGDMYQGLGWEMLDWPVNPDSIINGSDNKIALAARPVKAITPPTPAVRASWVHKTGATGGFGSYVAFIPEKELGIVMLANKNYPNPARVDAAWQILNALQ
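20 mM phosphate pH 7.0 + 0.01% (detergent screen) or 0.0001% Triton X-100; 5.3 nM AmpC reagent; cpd preinc 15 min RT; nitrocefin (800 uM stock) to start; A480 q20 s × 4 min; Activity was normalised to no-enzyme and no-compound control wells.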
AmpC detergent – AmpC beta-lactamase inhibition with detergent present; hit rate 0.041% among 370,000; AmpC hydrolysis of nitrocefin, absorbance 480 nm, 0.01% Triton; Potency, µM (series often up to 114 µM), without a hit: at the top dose activity change, negative = inhibition, most hits filed as inhibitors;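 further: potency means the concentration at half of the fitted maximal effect; 0% = no-compound wells and -100% = no-enzyme wells; nearly all actives have a fitted effect of over 25% in size; some results filed as inactive show a strong effect at the top dose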
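AmpC (5.3 nM in the dispensed reagent) in 20 mM phosphate pH 7.0 with 0.01% (detergent screen) or 0.0001% Triton X-100 was preincubated with compounds for 15 min at room temperature. Nitrocefin was then added from an 800 uM solution, and hydrolysis was followed at 480 nm.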
HCMV antiviral – human cytomegalovirus inhibition; HFF cells, HCMV-luciferase reporter, 72 h; stronger effect = lower value; activity change, negative = inhibition, % at 57.5 µM; hit rate 4.5% among 410,000; in the data active means activity change below about -60%; inconclusive means no clear call, values can overlap the other calls; inactive means above about -39%; further: on the % scale 0 is the no-effect control and ±100 the full control effect
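Screen run at 2 compound doses on HFFs infected with reporter HCMV, MOI 1 PFU/cell. Luciferase activity from cell lysates at 72 h post infection gave inhibition relative to buffer-only and Salinomycin wells.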
Giardia FBPA inh – blocks Giardia fructose-bisphosphate aldolase activity. AID 2451. hit rate 0.71% among 290,000. A8B2U2. Potency, µM (top dose mostly 59.6 µM), for inactives: at the top dose activity, negative = inhibition, usual class: inhibitors. purified Giardia FBPA; further: potency means the concentration at half of the fitted maximal effect; on the % scale 0 is the no-effect control and ±100 the full control effect; nearly all actives have a fitted effect of over 55% in size
Target sequence (A8B2U2 whole entry, looked up): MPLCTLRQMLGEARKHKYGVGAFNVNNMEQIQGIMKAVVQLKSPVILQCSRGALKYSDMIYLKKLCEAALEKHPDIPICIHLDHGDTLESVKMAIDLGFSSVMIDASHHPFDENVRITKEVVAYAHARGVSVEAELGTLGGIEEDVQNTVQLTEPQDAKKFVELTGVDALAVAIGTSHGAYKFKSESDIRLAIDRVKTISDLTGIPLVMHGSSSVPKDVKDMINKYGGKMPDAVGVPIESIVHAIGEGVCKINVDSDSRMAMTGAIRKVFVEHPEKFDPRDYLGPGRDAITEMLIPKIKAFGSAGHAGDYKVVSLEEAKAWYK
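40 nM FBPA preincubated 10 min at RT with compound (up to 57.5 uM final), then substrate plus GAPDH/TPI/NAD/arsenate coupling and diaphorase/resazurin added. Fluorescence read after 20 min at RT, 525/598 nm.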
Cycloheximide cs – affects cycloheximide protein synthesis inhibition readout, counter-screen; cell reporter, cycloheximide protein synthesis inhibition counterscreen; hit rate 12% among 300,000; AID 2314; max response, %; in the data active means max response mostly above about 13%, no sharp cut-off; inactive means mostly below about 14%; further: read at 38.3 µM for the half of the compounds with a filed dose; 0% is about no effect
AMA1 RON2 block – disrupts binding of P. falciparum AMA1 to RON2; AID 720542; hit rate 0.2% among 360,000; Potency, µM (titrated, usually from 58.2 µM), for inactives: at the highest dose activity change, negative = inhibition, actives largely listed as inhibitors; AlphaScreen AMA1-biotinylated RON2 peptide binding;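 further: potency means the concentration at half of the fitted maximal effect; 0% = vehicle wells and -100% = peptide control; nearly all actives have a fitted effect of over 45% in size; some results filed as inactive show a strong effect at the top dose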
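AMA1 (3D7) with his tag at 25 nM final met compounds first, then biotinylated RON2 peptide at 25 nM; detection used donor plus acceptor beads, 10 µg/mL apiece, read by AlphaScreen after 30 min at room temperature.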
Shiga toxin inh – Shiga toxin inhibition. Vero cells, Shiga toxin protein synthesis inhibition reporter. inhibition, % at 38.7 µM. hit rate 9.2% among 290,000. AID 2315; in the data active means inhibition mostly above about 28%, no sharp cut-off; inactive means mostly below about 43%; further: 0% is about no effect
Starred values were filed as active, the others as inactive; ? = inconclusive; · = no result given; + = active, no number; [ ] = dose if it differs, or a comment. Unless noted, the call rests on the fitted dose curve; in most records, active means well fitted curve in the direction sought with a large enough effect; inconclusive means small, poorly fitted or top-dose-only effect, or another doubt; inactive means no such curve, though single readings can be large; an effect the other way counts as inactive or inconclusive.

Sequence of screens – AmpC no deterg, AmpC detergent, HCMV antiviral, Giardia FBPA inh, Cycloheximide cs, AMA1 RON2 block, Shiga toxin inh
1) N#Cc1ccccc1NC(=O)COC(=O)/C=C/c1cn(-c2ccccc2)nc1-c1ccc(Cl)cc1
    -46%, 3%, 16, 5%, 4, 14%, 16
2) CCC(C)c1ccccc1N1CC(C(=O)Nc2ccc(N3CCOCC3)cc2)CC1=O (stereo unspecified)
    122%[activator], -7%, -19, ·, ·, 0%, ·
3) CCC(=O)OCC(=O)Nc1ncc(C(F)(F)F)cc1Cl
    -36%, -7%, 19, -15%, -1, 10%, 4
4) CCOC(=O)c1c(-c2cccs2)csc1NC(=O)CCCC(=O)O
    -20%, -6%, 27, 17%, -2, -6%, -9
5) CC(N=c1ccccn1C(=O)Nc1cccc(C(F)(F)F)c1)c1ccco1 (stereo unspecified)
    ·, 0%, -2, -5%, -1, -16%, -9
6) CC(C)(C)c1ccc(OCC(O)CSc2ncn[nH]2)cc1 (stereo unspecified)
    -5%, -1%, -16, ?, 1, 2%, 29
7) COCCSc1ccccc1C(=O)Nc1nncs1
    12%, 2%, 12, -2%, -1, 6%, -11
8) CN(C(=O)Cn1cc(C(F)(F)F)cc(Cl)c1=O)C1CCS(=O)(=O)C1 (stereo unspecified)
    -14%, -11%, -11, ·, ·, -1%, ·
9) CS(=O)(=O)c1ccc(Cl)c(NC(=O)CCc2ccccc2)c1
    -10%, -7%, 12, 1%, -2, -4%, 19
10) COc1ccc(C(C(=O)NCCC(C)C)N(CCN2CCOCC2)C(=O)Cn2nnc3ccccc32)c(OC)c1 (stereo unspecified)
    31%[activator], 3%, -15, 4%, -2, 15%, -11
11) Cc1cc(C)n(-c2nc3ccccc3nc2N2CCOCC2)n1
    1%, ?, 0, -2%, -2, 0%, -16
12) Cc1cc(C)cc(OC(=O)CN2C(=O)c3ccccc3C2=O)c1
    -13%, -11%, 46, 6%, -1, -2%, -7
13) Nc1ncn(C(=O)c2ccco2)n1
    -1%, ?, 2, 0%, -2, -14%, -12
14) COc1ccc(CNC(=O)c2c(O)c3cccc4c3n(c2=O)CCC4)cc1OC
    -13%, 1%, -36, 18%, 2, 2%, -3
15) COc1cc(OC)cc(C(=O)OCc2cc3ccccc3[nH]c2=O)c1
    -8%, -2%, 47, -7%, 4, 0%, -11
16) Cc1ccc(C2CC(c3ccco3)n3nc(N)nc3N2)cc1 (stereo unspecified)
    -4%, -8%, 8, 2%, -2, 4%, 7
17) COC(=O)CCCCCN1C(=O)/C(=C\c2ccncc2)SC1=S
    50%, 12%, ?, -8%, -1, -21%, -14
18) O=C(/C=C/c1ccccc1Cl)N1CCN(c2ncccn2)CC1
    4%, -8%, 20, 1%, -1, 13%, 10
19) O=C(NCCc1ccccc1)c1ccc([N+](=O)[O-])cc1
    -5%, ?, 25, ·, 6, -3%, 56
20) O=C(c1ccc(Cn2cc(Br)cn2)o1)N1N=C(C(F)F)CC1(O)C(F)F (stereo unspecified)
    -10%, 1%, -1, 6%, 7, 12%, -5

Fetched one by one from the list above, 4 records:
Sequence of screens – AmpC no deterg, AmpC detergent, HCMV antiviral, Giardia FBPA inh, Cycloheximide cs, AMA1 RON2 block, Shiga toxin inh
15) COc1cc(OC)cc(C(=O)OCc2cc3ccccc3[nH]c2=O)c1
    -8%, -2%, 47, -7%, 4, 0%, -11
11) Cc1cc(C)n(-c2nc3ccccc3nc2N2CCOCC2)n1
    1%, ?, 0, -2%, -2, 0%, -16
19) O=C(NCCc1ccccc1)c1ccc([N+](=O)[O-])cc1
    -5%, ?, 25, ·, 6, -3%, 56
17) COC(=O)CCCCCN1C(=O)/C(=C\c2ccncc2)SC1=S
    50%, 12%, ?, -8%, -1, -21%, -14

Next entries
Sequence of screens – AmpC no deterg, AmpC detergent, HCMV antiviral, Giardia FBPA inh, Cycloheximide cs, AMA1 RON2 block, Shiga toxin inh
21) NC(=S)N1OC[C@@H]2COc3ccc4ccccc4c3[C@@H]21
    9%, -1%, -67*, -2%, -6, 7%, 21
22) Cc1c(-c2cccs2)[n+](=O)c2c(n1[O-])CCCC2
    3%, -11%, -18, 5%, -1, -8%, -1
23) CCOc1ccc(S(=O)(=O)N2CCC(C(=O)NC3CCCCC3)CC2)cc1
    -4%, 3%, 17, ·, -1, -10%, -13
24) Cc1sc2nc(C(C)C)nc(SCC(=O)NC3CC3)c2c1C
    -13%, 14µM*, -2, 10%, -2, 5%, 24
25) O=[N+]([O-])c1ccc(C2C3C(c4ccccc4)=NC4(CCCCC4)N32)cc1 (stereo unspecified)
    -6%, -10%, ?, 3%, -4, -23%, -9
26) Cc1onc(C(=O)NN)c1C(=O)N1CCN(C(c2ccccc2)c2ccccc2)CC1
    39%, -4%, -23, -13%, -8, 21%, -2
27) c1cc2c(cc1C1OCC3C(c4ccc5c(c4)OCO5)OCC13)OCO2 (stereo unspecified)
    -17%, ·, 14, ·, ·, 5%, ·
28) CSc1nsc(SCC(=O)NCc2ccc(C)cc2)n1
    -25%, -20%, 42, 3%, -3, 7%, -5
29) Cc1ccc(CN2CC(C(=O)N3CCN(S(=O)(=O)c4c(F)cccc4F)CC3)CC2=O)cc1 (stereo unspecified)
    172%[activator], 4%, -16, ·, ·, 19%, ·
30) C/C(N)=C(/C#N)C(=O)CSc1nc2cc(Cl)ccc2s1
    ?, -9%, -20, 0%, 24*, 43%[activator], +
31) Nc1cc(=O)[nH]c(=O)n1-c1cccc(F)c1
    -3%, 5%, -84*, 3%, -2, 13%, -10
32) Cc1nn(-c2ccccc2)c(Cl)c1/C=N/NC(=O)CNc1n[nH]c(=O)[nH]c1=O
    -37%, -8%, -6, 4%, 12, ·, 0
33) COc1ccc(CNCC2COc3ccccc3O2)cc1 (stereo unspecified)
    -25%, -8%, -32, -29%, 22*, -12%, 28
34) COC(=O)c1ccccc1NC(=O)C(CCS(C)(=O)=O)NC(C)=O (stereo unspecified)
    1%, 4%, 22, 5%, -2, 17%, 12
35) COCc1cc(=O)[nH]c(/N=C(\N)Nc2c(F)cccc2F)n1
    -11%, -1%, -1, ?, -2, 109%[activator], -10
36) Cc1ccc(C)c(S(=O)(=O)N2CCN(C(=O)CN3C(=O)C4CC=CCC4C3=O)CC2)c1 (stereo unspecified)
    18%, ?, -10, ·, ·, 11%, ·
37) CC(NC(=O)c1ccc(N2CCCC2)c([N+](=O)[O-])c1)c1ccc(S(N)(=O)=O)cc1 (stereo unspecified)
    -59%, 1%, 12, ·, 4, -4%, -20
38) COC(=O)c1ccc2c(=O)n(Cc3ccc(C(=O)NC4CCCC4)cc3)c(=S)[nH]c2c1
    -12%, -9%, 2, 3%, -1, 80%[activator], -7
39) COc1cccc(/C=N/c2oc(-c3ccccc3)cc2C#N)c1O
    ?, -2%, 45, -4%, 24*, -4%, 0
40) CCN(C(=O)c1ccc(NC(=O)c2ccco2)cc1)c1ccccc1
    -1%, 2%, -8, ·, 1, 6%, -11
41) COc1cc(NS(=O)(=O)c2c(C(=O)N3CCOCC3)c(C)n(C)c2C)cc(OC)c1OC
    2%, 3%, 3, -3%, 1, 16%, -5
42) O=C(CSc1nnc(NC(=O)c2ccccc2)s1)NCC1CCCO1 (stereo unspecified)
    -14%, -6%, 33, 3%, 30*, -17%, 36*
43) CCOc1ccccc1NC(=S)N1CCC(c2nc3ccccc3o2)CC1
    -13%, -3%, ?, 4%, -3, -2%, -8
44) COc1ccc(/C=C/C(=O)NCC(=O)N/N=C(/C)c2ccco2)cc1
    -28%, -6%, -10, 10%, -1, 30%, -5
45) NS(=O)(=O)c1ccc(N/C=C\C(=O)c2ccc(F)cc2)cc1
    -2%, -10%, 91, 1%, 29*, -13%, 65*
46) COCCCN1C2=C(C(=O)CC(C)(C)C2)C(c2ccc(O)c(OC)c2)C2=C1CC(C)(C)CC2=O
    17%, -7%, 27, 0%, 9, 5%, -5
47) COCC(=O)N(Cc1cc2ccccc2[nH]c1=O)c1ccccc1OC
    -46%, ?, -12, 10%, 1, -3%, -11
48) COc1ccc(C(=O)c2oc3ccc(OC)cc3c2N)cc1
    -4%, -2%, ?, -7%, 29*, 42%[activator], 70*
49) CCc1ccc(NC(=O)C(=O)NNC(=O)COc2cccc(OC)c2)cc1
    -15%, 0%, 47, 4%, -2, 39%[activator][11.6 µM], -3
50) COc1ccc(CN(CCCN2CCOCC2)C(=O)Nc2ccccc2)cc1OC
    19%, ?, 3, 4%, 8, -1%, 3
51) CCOC(=O)c1c(C)[nH]c(C)c1S(=O)(=O)N(C)CC(=O)Nc1cccc(C)n1
    -10%, 2%, -26, ·, 4, -1%, 4
52) COc1ccc(NCC(=O)Nc2cccc(S(=O)(=O)N3CCCC3)c2)cc1Cl
    -32%, ·, 44, ·, ·, -22%, ·
53) COc1cc(C2c3c(oc4cc(C)c(C)cc4c3=O)C(=O)N2c2cc(C)ccn2)ccc1O (stereo unspecified)
    -7%, -10%, -4, 3%, 1, -3%, -11
54) N/C(=N\OC(=O)c1cccc(Br)c1)c1ccncc1
    -18%, -7%, 28, 2%, 35*, -3%, 83*
55) O=C(COC(=O)c1ccc(S(=O)(=O)NCc2ccco2)cc1)c1ccccc1
    -28%, 2%, 52, 4%, -1, -9%, 17
56) CC1Cc2ccccc2N1CC(=O)Nc1ccc2c(c1)OC(F)(F)O2 (stereo unspecified)
    -15%, -6%, 20, -11%, -2, ?, -14
57) O=C(COc1ccccc1)N1CCN=C1SCc1ccccc1
    -26%, -9%, 32, 2%, 11, 14%, -1
58) O=C(COC(=O)C12CC3CC(CC(Br)(C3)C1)C2)N1CCOCC1
    10%, 4%, -11, 2%, 13, 3%, 17
59) CCOc1cc(/C=C2\C(=O)NC(=O)N(CCc3ccc(F)cc3)C2=O)ccc1O
    -41%, 1%, -1, -17%, -2, -6%, -10
60) Cc1ccc(Cn2c(SCCN3CCCCC3)nc3c2c(=O)n(C)c(=O)n3C)cc1
    37%, -13%, -100*, -6%, -3, 30%, -7
61) COc1cc(/C=C2\C(=O)NC(=O)N(CCc3ccc(F)cc3)C2=O)ccc1O
    -31%, ?, 47, -9%, -5, 8%, -11
62) CCN(CC)Cc1csc(C(N)=O)c1
    -15%, -4%, 64, 4%, -2, -16%, 1
63) CCOc1ccccc1NC(=O)CCc1ccc(C)o1
    -15%, 1%, -19, -9%, -4, -7%, -7
64) O=C(COC(=O)CCc1ccccc1)NC12CC3CC(CC(C3)C1)C2
    27%, 0%, -7, 2%, 1, 10%, -8

Assay outcomes from PubChem BioAssay.
